Assay outcomes: PubChem BioAssay, ICCB-Longwood Screening Facility, Harvard Medical School
Polio RdRp inh: poliovirus RNA polymerase inhibition; hit rate 0.66% among 150,000; P03300; % elongation, % (compound at 16.7 µg/mL); poliovirus polymerase elongation, fluorescence polarization; hits give low values; in the data active means % elongation below about 90%; further: some results filed as inactive read as strong as hits
Target sequence (P03300 1749-2209 limits assumed): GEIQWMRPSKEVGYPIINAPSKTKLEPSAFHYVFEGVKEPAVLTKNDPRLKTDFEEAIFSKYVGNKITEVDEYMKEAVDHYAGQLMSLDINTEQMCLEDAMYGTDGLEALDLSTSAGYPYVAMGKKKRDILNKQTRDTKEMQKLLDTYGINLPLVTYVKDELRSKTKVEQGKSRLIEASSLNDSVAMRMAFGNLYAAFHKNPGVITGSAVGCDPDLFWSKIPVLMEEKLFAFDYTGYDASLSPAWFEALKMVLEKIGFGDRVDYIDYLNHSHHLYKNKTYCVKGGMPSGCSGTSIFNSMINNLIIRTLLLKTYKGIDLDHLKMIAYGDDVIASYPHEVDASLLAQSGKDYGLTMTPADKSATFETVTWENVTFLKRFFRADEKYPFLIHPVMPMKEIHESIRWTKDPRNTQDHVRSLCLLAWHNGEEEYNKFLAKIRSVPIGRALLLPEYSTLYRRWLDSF
Polio RdRp inh FP z-score: further read-out of Polio RdRp inh, marked with its call; z-score; measured here: FP z-score; hits read low
* marks the source's active call; other numbers are inactive results. This is a subset; count on the stated rates, not on these rows.

SMILES	Polio RdRp inh	Polio RdRp inh FP z-score
CC(=O)N1N=C(CC#N)OC1(C)CC(=O)Nc1ccccc1 (configuration not stated)	98	-0.4
CCOC(=O)Cn1nc(NC(=O)COc2ccc(F)cc2)cc1C	104	0.8
Cc1c(C(=O)NCCN(C)C)oc2c1-c1nn(Cc3ccccc3Cl)cc1CC2	114	1.2
CN(C(=O)c1ccccc1)c1ccccc1	99	-0.4
COc1ccc(-c2cc(-c3ccccc3)c(C#N)c(SCCS(=O)Cc3ccccc3)n2)cc1 (configuration not stated)	98	-0.4
O=C(Nc1c(C(=O)Nc2cccc(F)c2)oc2ccccc12)c1cc2ccccc2o1	102	-0.8
CC1=C(C(=O)Nc2ccccc2)C(c2ccc(C(=O)O)cc2)n2ncnc2N1 (configuration not stated)	107	0.4
O=C(NCCCSc1ccccc1)Nc1ccccc1	110	0.9
CCOC(=O)c1sc2ccccc2c1Cl	102	0.4
N#CCCn1cc(/C=C/C(=O)N2CCC(c3nc4ccccc4s3)CC2)c2ccccc21	100	-0.5
CCc1ccc(N2C(=O)C3CCCN3C2=S)cc1 (configuration not stated)	102	0.1
Cc1cc(C)cc(NC(=O)c2cnc3sc(N4CCCC4)nn3c2=O)c1	116	0.9
COc1ccc(CCNC(=O)c2cc3c(s2)-c2ccccc2OC3)cc1OC	102	-0.7
Cc1noc(C)c1CSCC(=O)OCc1cc(=O)n2c(n1)sc1ccccc12	110	0.7
CCN1CCN(c2cc(C)c3ccc(OC)cc3n2)CC1	100	-0.8
c1ccc(CNc2nc3ccccc3n3nnnc23)cc1	94	-2.8
CCOC(=O)C1CCN(C(=O)Cn2nc(C)n3c(cc4sccc43)c2=O)CC1	107	0.2
COc1ccc(-c2nc(SCC(=O)NCC3CCCO3)c(-c3ccc(Cl)cc3)[nH]2)cc1 (configuration not stated)	110	-0.5
O/N=C1\CCCc2nnc3c(c21)CCCC3	105	0.6
CCOc1ccc(CO)cc1OCC	102	0
Cc1nnc(SCC(=O)c2cc(C)n(C(C)c3ccccc3)c2C)n(N)c1=O (configuration not stated)	104	0
COc1ccc(CCNC(=O)C2COc3ccccc3O2)cc1 (configuration not stated)	102	0.4
O=C(/C=C/c1ccc(F)cc1)OCC(=O)c1ccccc1	102	0.2
COc1ccccc1N1CC(C)(C)C(=O)N(C(=O)c2ccc(C)cc2)C1=S	107	0.3
Cc1cc(C(=O)COC(=O)c2ccc(S(=O)(=O)N3CCCC3)cc2)c(C)n1Cc1cccs1	98	-0.5

Next section.
SMILES	Polio RdRp inh	Polio RdRp inh FP z-score
COc1ccccc1NC(=O)COc1ccc(-c2nn(C)c(=O)c3ccccc23)cc1	106	0.5
O=C(O)CC(C(=O)O)c1ccc(F)cc1 (configuration not stated)	108	0.6
CC(CC(=O)NCc1ccccc1)C1CCCO1 (configuration not stated)	99	-0.4
Cc1cc(C(=O)Nc2sc(C)c(C)c2C#N)cs1	100	0
CCS(=O)(=O)c1ncc(N(Cc2ccccc2)Cc2ccco2)c(C(=O)Nc2ccc(C)c(C)c2)n1	102	-1.1
Cc1ccccc1CSc1nc2nc(C)c(Cc3ccccc3)c(C)n2n1	110	0.2
CCOc1ccc(CCNC(=O)CN2C(=O)C(CC)Oc3ccccc32)cc1OCC (configuration not stated)	107	-0.8
O=C(O)COc1ccccc1S(=O)(=O)C(F)F	96	-2.1
Cc1ccc(OCCOn2nnc3ccc(S(=O)(=O)N4CCOCC4)cc32)cc1	104	0.2
Cc1nc(-c2sc3ccc(Cl)cc3c2C)cs1	103	0
COc1ccc(NC(=O)CCc2c(C)nn(-c3ccc(N4CCCCC4)nn3)c2C)cc1Cl	104	-0.4
O=C(Cn1ncc2c([nH]c3ccccc32)c1=O)N(Cc1ccco1)C1CCCC1	104	0.8
CC(C)=NNc1nc2ccccc2[nH]1	104	0.5
CCOC(=O)N1CCc2c(sc(NC(=O)CN3CCc4ccccc43)c2C#N)C1	107	0.5
CCOc1ccc(NC(C)C(=O)N/N=C/c2ccc(N(C)C)cc2)cc1 (configuration not stated)	106	0.9
Cc1cc(OCC(F)(F)C(F)(F)C(F)(F)C(F)F)nc(N)n1	100	-0.6
O=C(NCc1cn2ccccc2n1)c1ccccc1F	101	-0.3
O=C(NCCc1ccccc1)N1CCn2cccc2C1c1ccccc1 (configuration not stated)	103	0.2
O=C(c1ccc(S(=O)(=O)N2CCCCC2)cc1)N1CCN(Cc2ccc3c(c2)OCO3)CC1	102	0.1
CS(=O)(=O)N1CCNCC1	103	0.7
N#CCc1ccc(OCc2cc(C(F)(F)F)cc(C(F)(F)F)c2)cc1	109	0.6
CC1=C(c2ccc(C)c(C)c2)S(=O)(=O)N(Cc2ccc(C(=O)NCc3cccc(C)c3)cc2)C1=O	109	-0.4
COc1cc(C(=O)NC(C(C)C)C(C)C)cc(OC)c1OC	101	-0.4
O=C(O)/C=C/c1ccc(-c2ccccc2)s1	104	0.1
O=C1CCC(C(=O)NCCc2ccc(Cl)cc2)=NN1	107	0.5

Additional compounds follow:
SMILES	Polio RdRp inh	Polio RdRp inh FP z-score
CCSc1nnc(-c2ccc(N(CC)CC)cc2)o1	100	-0.3
CC1C(c2ccccc2)=[N+]([O-])C2(CCCC2)N1O (configuration not stated)	104	0.3
Cc1ccc(-c2nnc3ccccc3c2C(=O)Nc2cccc(C(F)(F)F)c2)cc1	103	-0.8
CCn1nc(C(=O)Nc2sccc2C(N)=O)c2ccccc2c1=O	107	0.3
Cc1ccc(-c2cc3ncc(C(=O)c4cc(Cl)c(C)cc4O)cn3n2)cc1	102	-0.9
Cc1ccc(S(=O)(=O)Nc2c[nH]c(=O)[nH]c2=O)cc1	102	0
Cc1ccc2c(c1)C1CN(C)CCC1N2C(=O)c1ccco1 (configuration not stated)	103	0.1
C=CCn1c(C)cc(C(=O)COC(=O)Cc2sc(N)nc2-c2ccc(C)cc2)c1C	108	0.6
COCCNc1cc(N2CCN(C3CCCCC3)CC2)c2noc3c2c1C(=O)c1ccccc1-3	102	-0.3
CC(C)=CC(=O)Nc1nnc(-c2ccccc2)s1	101	0.1
CC1(C)OC(C(N)=O)C(C(N)=O)O1 (configuration not stated)	101	0.1
COc1cccc(C(=O)NCc2ccccc2OC)c1	100	-0.1
CCc1nn(CC(=O)N2CCCCC2)c(=O)c2cc3sccc3n12	101	-1.5
CCOC(=O)C1CCN(C(=O)CSc2c3c(nc4ccc(Cl)cc24)CCCC3)CC1	99	-1
CCOC(=O)C1CCN(C(=O)c2ccc(NS(=O)(=O)c3ccc(OCC)cc3)cc2)CC1	95	-0.7
COc1ccc(-c2nc3c(c(SCC(=O)Nc4cccc(O)c4)n2)Cc2c(CO)cnc(C)c2O3)cc1	104	-0.6
Cc1cc(C)n(-c2n[nH]c(=S)c3ccccc23)n1	100	-0.1
NC(=O)CN1C(=O)CC(c2ccccc2)Sc2ccccc21 (configuration not stated)	103	0.8
CSC(=NS(=O)(=O)c1ccc(C)cc1)SC	100	0
CCOC(=O)c1c(C)[nH]c(C)c1S(=O)(=O)N1CCCCC1	102	0.1
COCCNC(=O)c1cn(Cc2cccc3ccccc23)nn1	102	0.4
CC(=O)Nc1ccc(S(=O)(=O)NCCC(=O)Nc2nc(C)cs2)cc1	101	-0.2
Cc1cc2nc(C)n(CCCNC(=O)NC34CC5CC(CC(C5)C3)C4)c2cc1C	103	0.2
O=S(=O)(NCc1ccco1)c1ccc(Cl)cc1	104	0.7
COc1ccccc1C(=O)Nc1ccccc1SCc1cc(=O)n2nc(C3CC3)sc2n1	102	0.4

Three compounds already listed, sorted by formula weight, rising:
SMILES	Polio RdRp inh	Polio RdRp inh FP z-score
CCc1nn(CC(=O)N2CCCCC2)c(=O)c2cc3sccc3n12	101	-1.5
CCOc1ccc(NC(C)C(=O)N/N=C/c2ccc(N(C)C)cc2)cc1 (configuration not stated)	106	0.9
C=CCn1c(C)cc(C(=O)COC(=O)Cc2sc(N)nc2-c2ccc(C)cc2)c1C	108	0.6

Next part
SMILES	Polio RdRp inh	Polio RdRp inh FP z-score
O=C(NC12CC3CC(CC(C3)C1)C2)N1CC2Cc3cccc(=O)n3C(C2)C1 (configuration not stated)	104	0.5
Cn1cc(NC(=O)NCCSc2c[nH]c3ccccc23)c2ccccc21	102	0.1
CCOC(=O)c1c(S(=O)(=O)Nc2ccc3c(c2)OCCO3)c(C)n(C)c1C	104	1.8
O=C(CC1N=C2c3ccccc3N=C(SCc3cccc(F)c3)N2C1=O)NC1CCCCC1 (configuration not stated)	107	0
Cc1nc(SC(C#N)Cc2ccccc2)c2ccccc2n1 (configuration not stated)	99	-0.3
COc1ccc(N2CCN(C(=O)c3ccc(NS(=O)(=O)c4ccc(F)c(F)c4)cc3)CC2)cc1	105	0.4
Cc1ccc(-c2nc(S(=O)(=O)c3ccc(C)cc3)c(SCC(=O)Nc3ccc(F)cc3)o2)cc1	103	-0.7
CCOC(=O)CCn1cnc2cc(Br)ccc2c1=O	92	-1.8
O=C(Nc1nnc(-c2ccc3c(c2)CCCC3)o1)c1ccc(NS(=O)(=O)c2ccc(F)cc2)cc1	102	-0.1
CCN(CC)c1ccc(-n2nc3cc(C)c(NC(=O)c4ccccc4F)cc3n2)cc1	111	0.7
O=C(c1ccc2c(c1)N(Cc1ccc(F)cc1)C(=O)c1ccccc1S2(=O)=O)N1CCCCC1	100	-1.6
O=C(Nc1ccc2ccccc2c1)C1CCC1	98	-0.3
O=C(NCCCN1CCCCCC1)c1ccc(N2CCCC2=O)cc1	100	-0.3
CC(C(=O)Nc1ccc(F)c(F)c1F)N1C(=O)c2ccccc2S1(=O)=O (configuration not stated)	101	0.1
COc1ccc(C2(CNC(=S)Nc3ccccc3)CCOCC2)cc1	103	0.5
O=C(CSc1nc(-c2ccccc2)[nH]c1-c1ccccc1)Nc1ccc2c(c1)OCCO2	112	0.1
c1ccc2[nH]c(C3CCCNC3)nc2c1 (configuration not stated)	102	0.2
CCOc1ccc(NC(=O)Cn2c3ncccc3c(=O)n2-c2ccc(CC)cc2)cc1	110	0.3
COc1ccc(-c2nnc(SCC(=O)N(C)Cc3ccccc3)o2)cc1OC	108	0
CCOc1ccc(NC(=O)CC2C(=O)N(CC)C(=S)N2NC(=O)c2ccncc2)cc1 (configuration not stated)	100	-0.4
CN(Cc1ccccc1F)C(=O)c1ccccc1S(C)(=O)=O	103	0.1
CN(C(=O)c1ccc2c(c1)N(Cc1ccc(F)cc1)C(=O)c1ccccc1S2=O)C1CCCCC1 (configuration not stated)	102	1
Cc1nn(C2CCS(=O)(=O)C2)c(C)c1CN(C)C(=O)c1ccc(S(=O)(=O)N(C)C)cc1 (configuration not stated)	102	0
O=C(Nc1cc(=O)[nH]c(=O)[nH]1)c1cccc(C(F)(F)F)c1	103	0.2
CCOC(=O)c1c(CN(C)C)oc2ccc(O)cc12	105	0.9

15 structures from above, sorted by SMILES length, highest first:
SMILES	Polio RdRp inh	Polio RdRp inh FP z-score
Cc1nn(C2CCS(=O)(=O)C2)c(C)c1CN(C)C(=O)c1ccc(S(=O)(=O)N(C)C)cc1 (configuration not stated)	102	0
COc1ccc(N2CCN(C(=O)c3ccc(NS(=O)(=O)c4ccc(F)c(F)c4)cc3)CC2)cc1	105	0.4
O=C(c1ccc2c(c1)N(Cc1ccc(F)cc1)C(=O)c1ccccc1S2(=O)=O)N1CCCCC1	100	-1.6
O=C(CC1N=C2c3ccccc3N=C(SCc3cccc(F)c3)N2C1=O)NC1CCCCC1 (configuration not stated)	107	0
O=C(NC12CC3CC(CC(C3)C1)C2)N1CC2Cc3cccc(=O)n3C(C2)C1 (configuration not stated)	104	0.5
CCOc1ccc(NC(=O)Cn2c3ncccc3c(=O)n2-c2ccc(CC)cc2)cc1	110	0.3
O=C(Nc1cc(=O)[nH]c(=O)[nH]1)c1cccc(C(F)(F)F)c1	103	0.2
COc1ccc(-c2nnc(SCC(=O)N(C)Cc3ccccc3)o2)cc1OC	108	0
Cn1cc(NC(=O)NCCSc2c[nH]c3ccccc23)c2ccccc21	102	0.1
COc1ccc(C2(CNC(=S)Nc3ccccc3)CCOCC2)cc1	103	0.5
O=C(NCCCN1CCCCCC1)c1ccc(N2CCCC2=O)cc1	100	-0.3
Cc1nc(SC(C#N)Cc2ccccc2)c2ccccc2n1 (configuration not stated)	99	-0.3
CCOC(=O)c1c(CN(C)C)oc2ccc(O)cc12	105	0.9
CCOC(=O)CCn1cnc2cc(Br)ccc2c1=O	92	-1.8
c1ccc2[nH]c(C3CCCNC3)nc2c1 (configuration not stated)	102	0.2

Carrying on:
SMILES	Polio RdRp inh	Polio RdRp inh FP z-score
O=C(OCC1CCCO1)c1c(Cl)cccc1Cl (configuration not stated)	104	0.2
COc1ccc(CN2CC(C(=O)NCCC(C)C)CC2=O)cc1 (configuration not stated)	101	0
CN1CCN(c2nc(-c3ccc(Cl)s3)cs2)CC1	105	0.2
COc1ccc2c(CNCc3cccs3)c(C(=O)O)n(Cc3cccc(F)c3)c2c1	109	0.2
O=C(NN1C(=O)C2C3c4ccccc4C(c4ccccc43)C2C1=O)c1cccnc1 (configuration not stated)	102	0.1
COc1ccc(-c2nnc(SCC(=O)N(C)C3CCCCC3)o2)cc1OC	107	-0.1
O=C1CCC(NC(=O)OCc2ccccc2)(C(=O)OCc2ccccc2)O1 (configuration not stated)	100	-0.3
CCN1C(=O)c2ccccc2S(=O)(=O)c2ccc(C(=O)NCc3ccc(F)cc3)cc21	105	0
O=C(Nc1ccc(Br)cc1)c1c[nH]c2ccccc2c1=O	103	0
CC(C)CN1CC23C=CC(O2)C(C(=O)OC(C)C)C3C1=O (configuration not stated)	101	-0.1
COc1ccccc1N1CCN(CCCOc2cc(C)ccc2C(C)C)CC1	101	0.4
Cc1ccn2c(=O)c(C(=O)NCc3ccccc3Cl)c(O)nc2c1	107	0.6
COc1ccccc1N1CCN(C(=O)CSc2n[nH]c(-c3ccccc3)n2)CC1	110	0.3
COc1cc(/C=N/N(C)C(=S)Nc2cccc(Cl)c2C)cc(OC)c1OC	110	0.9
COc1ccccc1-n1nnnc1SCC(=O)NC1CCCCC1	102	0
O=S(=O)(c1ccc(Cl)cc1)n1cnc2ccccc21	101	0
C=CCNC(=O)c1sc2cc(Cl)ccc2c1Cl	106	0.4
Cc1nc2ccccc2n1CC(=O)NC(C)C1CC2CCC1C2 (configuration not stated)	105	0.5
Cc1ccc(CCNC(=O)c2oc(=O)c3ccccc3c2-c2ccc(C)cc2)cc1	112	0.8
CC(N)c1ccco1 (configuration not stated)	107	0.5
N=c1c2c(-c3ccccc3)c(-c3ccccc3)n(Cc3ccco3)c2ncn1CCO	104	0.6
